Screening data (PubChem BioAssay)
ERp5 block – inhibitors of ERp5-driven insulin aggregation, primary screen, biochemical, turbidity, absorbance 650 nm, single point; AID 651711, 2012; 90 min; hit rate 0.05% among 350,000; Protein disulfide-isomerase A6 (Homo sapiens), Q15084; inhibition, % at 9.99 µM;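 active = mean replicate inhibition above about 25%, with every replicate also reaching it, limit read from the data, passing the limit was not always enough; inconclusive = only one of those two criteria met; inactive = neither criterion met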
Target sequence (Q15084 whole entry, looked up): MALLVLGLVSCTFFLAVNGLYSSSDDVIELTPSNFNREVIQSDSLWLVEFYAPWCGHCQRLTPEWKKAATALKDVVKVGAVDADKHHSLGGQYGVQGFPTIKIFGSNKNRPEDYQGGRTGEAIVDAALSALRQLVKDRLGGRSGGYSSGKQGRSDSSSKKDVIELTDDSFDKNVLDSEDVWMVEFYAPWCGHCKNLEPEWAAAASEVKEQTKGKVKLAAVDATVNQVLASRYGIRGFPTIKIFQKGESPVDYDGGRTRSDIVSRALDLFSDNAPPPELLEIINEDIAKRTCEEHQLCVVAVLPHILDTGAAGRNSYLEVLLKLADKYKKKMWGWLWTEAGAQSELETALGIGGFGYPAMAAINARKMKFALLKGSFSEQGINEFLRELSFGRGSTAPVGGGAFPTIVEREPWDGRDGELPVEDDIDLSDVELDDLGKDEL
ARNT TACC3 PPI – disruptors of ARNT/TACC3 protein interaction, primary screen, biochemical, AlphaScreen, single concentration; Transforming acidic coiled-coil-containing protein 3 (Homo sapiens), Q9Y6A5; AlphaScreen His-ARNT PAS-B/GST-TACC3 binding, luminescence; TACC3 fragment carries E629A point mutation; inhibition, % at 9.99 µM; hit rate 0.66% among 390,000; AID 623870, 2012;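 active = mean inhibition of replicates at least 50% and at least half of replicates each reaching 50%; inconclusive = half or more replicates reach 50% but mean below 50%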;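 note: 0% = complete ARNT plus TACC3 wells and 100% = ARNT alone without TACC3; many hits fall short of the cut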
CFTR F508del cor – F508del CFTR correction, initial screen, CFBE line, single point; CFBE cells, YFP halide quenching; stimulated with forskolin plus potentiator P3; % fluorescence drop versus neutral controls; activity (quench increase), % at 7.58 µM; AID 720511, 2013; hit rate 0.36% among 350,000;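 active = mean added fluorescence quench of at least 8% versus neutral control, with both replicates also reaching 8%; inconclusive = only one of the mean or replicate conditions met; inactive = mean below 8% and not both replicates reaching 8%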;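 note: cells transiently co-express mutant CFTR-F508del with the halide-sensitive YFP; corrector assay measuring rescue of mutant channel to the surface after 24 h compound exposure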
PAX8 reporter – inhibitors of PAX8-driven TPO luciferase reporter, primary screen, RMG-I cells, single concentration; SteadyGlo, 24 h; inhibition, % at 12.6 µM; hit rate 1.2% among 360,000; AID 652154, 2013;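 active = mean replicate inhibition at least 60% with every replicate also reaching 60%; inconclusive = only one of the two criteria is met; inactive = mean below 60% and not all replicates reaching 60%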;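 note: luciferase light reporting Pax8 driven TPO promoter activity; plate controls were median of neutral control wells for no effect and mitoxantrone controls for full effect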
EWS-Fli inh – EWS/Fli-driven NR0B1 reporter inhibitors, primary screen, A673 cells, NR0B1 luciferase, luminescence, MLPCN library; viability-normalised; inhibition, % at 12.6 µM; hit rate 0.67% among 350,000; AID 651661, 2012;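 active = mean inhibition of at least 50% after viability correction, with every replicate also passing that limit; inconclusive = mean reaches 50% but only one of two replicates passes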;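 note: firefly luciferase signal divided by Alamar Blue viability fluorescence both relative to DMSO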
DENV2 CPE rescue – inhibitors of DENV2 cytopathic effect, primary screen, cell-based, plate reader, single concentration. DENV2-infected cells, cytopathic effect rescue. CPE inhibition, % at 9.99 µM. hit rate 1.7% among 350,000; in the data active = CPE inhibition above about 20%, passing the limit was not always enough; inconclusive = no clear call, values can overlap the other calls; tested in BHK-21 cells;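 note: 0% = median of neutral control wells and 100% = median of positive control wells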
Xi reactivation – activators of inactive X chromosome reactivation, primary screen, imaging, XiGFP fibroblasts, GFP high-content imaging, set 2. activation, % at 7.58 µM. XiGFP mouse fibroblasts, % GFP-positive cells imaging, 3 d; cells co-treated with 5-aza-dC sensitizer; scaled so ellipticine positive control = 100%. AID 743238, 2013. hit rate 0.055% among 360,000;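 active = mean normalized replicate activation at least 10% and every replicate at or above 10%; inconclusive = only one of the two criteria met; inactive = mean below 10% and not all replicates reach 10%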;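 note: 0% = median of on-plate neutral control wells and 100% = ellipticine 6 µM median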
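Material: XiGFP fibroblasts, SV40-immortalized. Buffer or medium: DMEM plus 5-aza-dC sensitizer. Compound: single concentration per compound, delivered by pin transfer. Times: 3 days compound exposure. Controls: ellipticine 6 µM.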
GSIS activator – GLuc luminescence reporter in INS-1E cells, primary screen for activators of glucose-dependent secretion of insulin; INS-1E GLuc reporter insulin secretion, 2-3 h; activation, % at 16.6 µM; hit rate 0.61% among 370,000;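 active = lowest replicate activation of at least 40%, so every replicate reaches that level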;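 note: 0% = median of neutral control wells and 100% = median of IBMX positive control wells; some compounds called inactive have numbers as strong as hits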
* = called active by the depositor; ? = inconclusive; / = no result given.

SMILES	ERp5 block	ARNT TACC3 PPI	CFTR F508del cor	PAX8 reporter	EWS-Fli inh	DENV2 CPE rescue	Xi reactivation	GSIS activator
Cc1cc(C)nc(NS(=O)(=O)c2ccc(NS(=O)(=O)c3ccccc3)cc2)n1	4	4	0.6	/	10	-4	/	13
CO[C@@H](C(=O)N(C)C[C@H]1OCc2ccccc2-c2c(n(C)c3ccccc23)C(=O)N([C@@H](C)CO)C[C@@H]1C)c1ccccc1	-2	/	-0.5	11	13	?	1.1	-7
C[C@@H]1CN([C@@H](C)CO)C(=O)c2cccc(NS(C)(=O)=O)c2O[C@@H]1CN(C)CC1CCCCC1	1	-3	1.6	-14	3	10	0.3	6
CCc1ccc(OCC(=O)NC(NC(=S)Nc2ccccc2C)C(Cl)(Cl)Cl)cc1 (stereo not drawn)	4	-1	1.5	116*	22	9	0.9	/
COc1ccc(CN2C(=NC(=O)C3CC3)SC3CS(=O)(=O)CC32)cc1 (stereo not drawn)	1	1	-4.5	-5	7	2	0.0	-2
CN(C(=O)c1cccc(NC(=O)C2CCCN(C(=O)OC(C)(C)C)C2)c1)C1CCC1 (stereo not drawn)	0	-1	-1.4	23	18	-5	1.0	-33
C[C@@H]1CN([C@H](C)CO)C(=O)c2cc(C#C[C@@H](C)O)cnc2O[C@@H]1CN(C)C(=O)c1ccccc1F	-9	-7	-0.9	/	3	-7	-0.1	21
Cc1ccc(OCC(=O)NNC(=O)C2CC(=O)N(c3ccc4c(c3)OCCO4)C2)cc1 (stereo not drawn)	-3	-2	1.2	-6	0	8	0.2	17
Cc1ccc(S(=O)(=O)N2CCN(C(=O)COC(=O)c3c(C)cc(C)cc3C)CC2)c(C)c1	-9	-1	-1.5	/	-6	-2	0.4	-29
CO[C@H]1CN(C)C(=O)c2cc(NC(C)=O)ccc2OC[C@@H](C)N(C(=O)CN2CCOCC2)C[C@H]1C	11	-8	1.8	/	-7	-2	0.7	-9
CC(C)NC(=O)N[C@@H]1C=C[C@@H](CC(=O)NCc2ccc(Oc3ccccc3)cc2)O[C@H]1CO	6	-3	2.0	12	1	6	-0.1	1
COc1ccc(CN2CCC(=O)N([C@H](CO)CC(C)C)CC2)cc1	-5	-4	4.1	-5	-2	5	0.0	4
CCCN1[C@@H]2Cn3c(ccc(-c4ccccc4)c3=O)[C@H]1[C@@H](C(=O)NCC)[C@@H]2CO	5	-4	1.5	-15	10	3	0.1	-10
O=C(CCC1CCCN(C(=O)c2ccncc2)C1)NCc1ccc(F)c(F)c1 (stereo not drawn)	0	-5	0.5	-1	4	/	0.0	-2
COC(=O)CCCCCCC(=O)Nc1ccc(C2OC(CSc3ccccn3)CC(c3ccccc3)O2)cc1 (stereo not drawn)	-1	1	0.8	1	1	-4	/	/
Cc1nnc2c(N3CCN(CCO)CC3)nc3ccccc3n12	0	2	-0.7	27	-2	-3	0.0	2
Cc1onc(-c2ccccc2)c1C(=O)NNC(=O)c1ccccc1Br	-4	16	-1.6	-7	5	2	0.0	16
C[C@H](CO)N1C[C@H](C)[C@H](CN(C)Cc2ccncc2)Oc2ccc(NC(=O)C3CC3)cc2C1=O	4	/	1.6	5	2	13	0.1	4
CN(C)C(=O)c1ccc(-c2ccc3c(c2)[C@@H]2[C@@H](CCN2S(=O)(=O)c2ccccc2)[C@@H](CO)N3)cc1	/	-9	0.8	-19	5	/	0.2	-17
Cc1nn(C(=O)Cn2ccc([N+](=O)[O-])n2)c(C)c1Br	2	4	2.5	/	-6	-2	/	15
C=CCn1c(SCC(=O)c2ccc(O)c(O)c2)nnc1-c1cccc(C)c1	-3	3	3.1	1	35	-13	0.1	33
O=C(Cc1ccccn1)NCC[C@@H]1CC[C@@H](NS(=O)(=O)c2ccc(Cl)cc2)[C@@H](CO)O1	3	8	0.6	-2	-4	34*	-0.5	2
CCC(=O)N1CCC2(CC1)CN(Cc1ccccc1Cl)[C@@H](CO)c1c2c2ccc(OC)cc2n1C	5	/	1.9	14	11	18	0.0	-17
CC(C)(C)C(=O)OC/C(N)=N/OC(=O)c1ccccc1	1	0	4.3	27	7	3	-0.1	-3
CCOc1ccccc1NC(=O)Nc1ccc(Br)cc1C	1	-5	-2.8	-3	-3	1	0.1	12
C[C@@H]1CN([C@H](C)CO)C(=O)c2cccc(NC(=O)c3ccc(-c4nccs4)cc3)c2O[C@H]1CN(C)S(=O)(=O)c1cccs1	8	-9	1.1	/	4	-7	0.1	-10
C[C@@H]1CN([C@@H](C)CO)C(=O)c2cc(NS(=O)(=O)c3cn(C)cn3)ccc2O[C@@H](C)CCCCO[C@H]1CN(C)Cc1ccncc1	-2	0	2.8	6	7	70*	0.1	-9
CCn1c(SC)nnc1C1CCCN(CC(=O)Nc2ccccc2N2CCOCC2)C1 (stereo not drawn)	1	12	2.3	4	-7	3	0.3	8
CC(C)c1ccc(NC(=O)Nc2nnc([C@H]3C[C@H](O)[C@@H](CO)O3)s2)cc1	3	/	-0.9	-18	-15	-4	0.0	-8
COc1ccc(C(=O)COC(=O)C2CCCN2C(=O)C23CC4CC(CC(C4)C2)C3)cc1 (stereo not drawn)	3	-5	-1.6	9	-7	-3	0.1	-5
Cc1cc([N+](=O)[O-])nn1CCCC(=O)NC1CCCCC1	2	0	-2.3	10	4	2	/	13
CSc1nc(-c2ccc(Cl)cc2)nn1C(=O)c1ccccc1	-5	-3	/	-78	/	/	0.1	0
COc1ccccc1CCNC(=O)C(=O)NCC1OCCN1C(=O)c1ccc(Cl)cc1 (stereo not drawn)	3	0	1.9	-3	/	3	0.0	34
Cc1nn(-c2ccccc2)c2c1C1(C(=O)N3c4c(cccc41)C(C)CC3(C)C)C(C#N)=C(N)O2 (stereo not drawn)	4	-9	-2.0	/	22	-4	/	-3
C[C@H](CO)N1C[C@H](C)[C@@H](CN(C)CC2CCCCC2)Oc2ccc(NC(=O)Cn3cnnn3)cc2CC1=O	3	1	-0.4	-19	8	-13	-0.3	-1
CCOc1ccc2c(c1)C(c1cccs1)=NNC(c1cccnc1)=N2	-1	1	/	0	14	-6	-0.1	1
CC(C)NC(=O)N(C)C[C@@H]1Oc2c(NC(=O)Nc3ccc(C(F)(F)F)cc3)cccc2C(=O)N([C@H](C)CO)C[C@H]1C	-1	7	-1.4	5	-10	-8	-0.5	-7
Nn1c(C2CCC2)nc2ccccc2c1=O	-4	-5	2.1	-11	1	-2	0.0	3
COc1ccc(C2=NS(=O)(=O)N(C)C(C(=O)N3CCOCC3)=C2)cc1	9	-4	-2.0	3	-2	-8	0.1	-1
C/C=C/c1ccc([C@@H]2[C@H](CO)N(C(=O)CC)[C@H]2CNC(=O)C2CC2)cc1	1	-2	-0.1	-4	1	1	0.1	2
O=C(C1CCCN(S(=O)(=O)c2ccccc2[N+](=O)[O-])C1)N1CCN(c2ccccc2)CC1 (stereo not drawn)	/	-3	/	20	/	/	0.4	-15
COc1cccc(-c2ccc3n(c2=O)C[C@H]2[C@H](CO)[C@@H](C(=O)NC4CCCC4)[C@@H]3N2C)c1	-8	-5	-2.4	-9	4	-4	0.1	1
CCOc1ccc(CN(C)C(C)C(=O)NCc2ccccc2)cc1 (stereo not drawn)	-1	-6	2.1	-7	9	-3	0.0	-5
O=C(CN1CCOCC1)Nc1cccc(S(=O)(=O)N2CCCCCC2)c1	0	3	0.8	-7	6	-3	0.0	-5
O=S(=O)(c1cccc(S(=O)(=O)N2CCCC2)c1)N1CCCCC1	3	-2	0.7	-7	9	-11	-0.1	0
O=C(C1CCC1)N1CC(=O)N2[C@H](CO)[C@H](c3ccc(C#Cc4cccc(F)c4)cc3)[C@@H]2C1	0	/	-0.5	8	4	5	0.2	-22
COc1cc(C(=O)c2c(C)c(CCC#N)n3ccccc23)cc(OC)c1OC	0	4	-8.7	-10	-2	-2	0.0	12
COc1ccccc1NC(=O)N[C@@H]1CC[C@@H](CCNS(=O)(=O)c2ccc(C)cc2)O[C@H]1CO	8	/	0.4	-1	4	7	0.6	3
COC(=O)c1nccc2c1[nH]c1ccccc12	4	-3	-2.0	/	7	16	/	8
CO[C@H]1CN(C)C(=O)c2ccc(NS(=O)(=O)c3ccccc3)cc2OC[C@@H](C)N(C)C[C@H]1C	-3	2	0.1	/	0	2	0.6	14
COc1cc(C(O)c2nc(-c3cccc4cccnc34)cs2)ccc1F (stereo not drawn)	-3	/	1.0	-3	-14	2	0.0	/
COC(=O)C[C@H]1CC[C@@H]2[C@@H](COc3ccc(NC(=O)c4cc(F)cc(F)c4)cc3C(=O)N2C)O1	/	2	-2.8	-3	2	6	0.0	-9
O=C(O)c1cccc(Sc2cc(Cl)ccc2C(=O)O)c1	-1	-2	1.8	-16	-5	-16	0.0	5
C[C@H]1CN([C@@H](C)CO)C(=O)c2cc(Br)cnc2O[C@H]1CN(C)Cc1cccc(F)c1	5	-6	3.2	/	-6	-4	0.5	17
Cc1ccc(C(C)C)c(OCCNCc2ccccc2)c1	4	-3	-2.6	9	40	3	0.0	-21
N#CCOc1ccccc1/C=N/n1nnnc1N	3	0	-1.4	22	11	2	0.0	25
C[C@@H]1CN([C@@H](C)CO)C(=O)c2cccc(NC(=O)c3nc4ccccc4s3)c2O[C@H]1CN(C)Cc1ccc(C(=O)O)cc1	-8	1	-0.8	/	-4	9	-0.1	-3
O=C(Nc1ccccc1)N1CCCCN2[C@H](CO)[C@H](c3ccc(Br)cc3)[C@H]2C1	-2	2	1.2	2	2	32*	0.3	-8
Nc1[nH][nH]c(=O)c1N=Nc1ccccc1	0	8	-1.4	-29	-12	-2	0.3	/
Cc1ccccc1C(=O)NC1CC2CCCC(C1)N2Cc1ccc(Cl)cc1 (stereo not drawn)	-1	-4	-0.9	-4	1	0	0.2	-13

(list continues)
SMILES	ERp5 block	ARNT TACC3 PPI	CFTR F508del cor	PAX8 reporter	EWS-Fli inh	DENV2 CPE rescue	Xi reactivation	GSIS activator
COc1cccc(C(=O)C2CCCN(Cc3cccn3-c3ccccn3)C2)c1 (stereo not drawn)	1	-12	3.5	13	8	-2	0.0	8
CC1Sc2ccc(S(=O)(=O)CCC(=O)NC3CCCCC3C)cc2NC1=O (stereo not drawn)	2	-9	-2.5	23	0	0	0.1	13
Fc1ccc(OCCOCCOc2cccc3[nH]ccc23)cc1	-5	-3	-2.3	-35	16	4	0.0	9
O=C(NN=Cc1ccc(N2CCOCC2)cc1)c1cc2ccccc2cc1O	4	4	1.8	-11	-7	-6	0.0	3

Record cards, from the list above. Screens in order: ERp5 block	ARNT TACC3 PPI	CFTR F508del cor	PAX8 reporter	EWS-Fli inh	DENV2 CPE rescue	Xi reactivation	GSIS activator
Listed for O=C(NN=Cc1ccc(N2CCOCC2)cc1)c1cc2ccccc2cc1O = 4	4	1.8	-11	-7	-6	0.0	3
Listed for CC1Sc2ccc(S(=O)(=O)CCC(=O)NC3CCCCC3C)cc2NC1=O (stereo not drawn) = 2	-9	-2.5	23	0	0	0.1	13
